# MazF activator: increases E. coli MazEF RNase cleavage of RNA; activation, % at 20 µM; FAM/BHQ RNA-DNA oligo cleavage fluorescence, 5 h; AID 504720; hit rate 0.32% among 350,000; in the data active = activation above about 50%
# Target sequence (P0AE70 whole entry, looked up): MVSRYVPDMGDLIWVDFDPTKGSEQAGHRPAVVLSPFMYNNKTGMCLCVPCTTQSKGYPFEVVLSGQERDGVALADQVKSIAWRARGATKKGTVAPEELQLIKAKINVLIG
# PriA SSB inh: inhibitors of Klebsiella pneumoniae PriA binding to SSB C-terminal tail | inhibition, % at 33 µM | hit rate 0.6% among 430,000 | AlphaScreen SSBct-PriA binding, biotinylated peptide; in the data active = inhibition mostly above about 37%, no sharp cut-off; inactive = mostly below about 20%;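 note: plate controls were negative control peptide for no effect and reference peptide for full effect; strong numbers were not always called active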
# DUSP3 inh: inhibitors of human VHR1 phosphatase (DUSP3). hit rate 0.52% among 290,000. recombinant VHR phosphatase, pNPP absorbance. P51452. inhibition, % at 13.3 µM; in the data active = inhibition above about 50%; note: some compounds called inactive have numbers as strong as hits
# Target sequence (P51452 whole entry, looked up): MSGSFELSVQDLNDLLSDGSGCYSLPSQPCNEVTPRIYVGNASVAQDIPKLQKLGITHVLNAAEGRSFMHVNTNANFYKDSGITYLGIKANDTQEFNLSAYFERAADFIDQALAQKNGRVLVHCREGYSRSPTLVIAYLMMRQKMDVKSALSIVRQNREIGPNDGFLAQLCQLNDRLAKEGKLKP
# Rv3671c inh: inhibits the M. tuberculosis serine protease Rv3671c | P9WHR9 | inhibition, % at 5.96 µM | hit rate 0.048% among 320,000 | AID 2606; in the data active = inhibition above about 38%;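 note: extracellular domain of Rv3671c used as enzyme; 0% = enzyme with DMSO and 100% = no enzyme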
# Target sequence (P9WHR9 whole entry, looked up, the tested form may be a part): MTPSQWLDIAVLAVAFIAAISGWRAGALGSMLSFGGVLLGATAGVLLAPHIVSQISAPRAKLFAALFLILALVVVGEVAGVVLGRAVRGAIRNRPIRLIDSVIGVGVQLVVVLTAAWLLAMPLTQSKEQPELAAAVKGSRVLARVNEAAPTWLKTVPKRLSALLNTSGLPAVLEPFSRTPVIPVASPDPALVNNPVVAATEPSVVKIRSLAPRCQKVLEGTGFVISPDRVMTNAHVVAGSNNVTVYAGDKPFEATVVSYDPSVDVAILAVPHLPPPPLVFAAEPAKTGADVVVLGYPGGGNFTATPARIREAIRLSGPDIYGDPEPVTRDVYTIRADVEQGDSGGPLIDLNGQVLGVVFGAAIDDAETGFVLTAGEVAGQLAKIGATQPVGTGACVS
# Y pestis TopoI: inhibitors of Yersinia pestis topoisomerase I | Y. pestis Topo-I cleavage product accumulation, plate reader | activity, % at 10 µM | hit rate 0.064% among 360,000 | AID 504884; in the data active = activity above about 50%, passing the limit was not always enough; note: inactives centre near 2
# Vc quorum ag: induces V. cholerae light production without autoinducers; V. cholerae BH1578 lux reporter, luminescence, 6 h; activation, % at 18.7 µM; hit rate 0.16% among 350,000; AID 588436; in the data active = activation mostly above about 9.7%, no sharp cut-off; note: not every result past the cut was called active; inactives centre near 0; reference of the scale not given here
# TcdB inh: TcdB glycohydrolase inhibition | P18177 | TcdB glycohydrolase enzymatic assay, plate reader | inhibition, % at 9.99 µM | hit rate 0.24% among 350,000 | AID 652162; in the data active = inhibition above about 10%
# PrPC TRFRET: inhibitors of human cell surface prion protein PrPC. AID 720596. inhibition, % at 13.8 µM. TR-FRET read-out. hit rate 0.43% among 370,000. P04156; in the data active = inhibition above about 24%; note: 0% = median of the test wells and 100% = reference compound wells
# SARS 3CLpro inh: SARS-CoV 3CLpro protease inhibition; P0C6X7; recombinant SARS-CoV 3CLpro, quenched FRET peptide cleavage; inhibition, % at 6 µM; hit rate 0.14% among 290,000; in the data active = inhibition above about 12%
# CCHF vOTU inh: CCHFV vOTU protease inhibition; Pep-AMC fluorescence; inhibition, % at 11.5 µM; hit rate 0.55% among 370,000; AID 651958; in the data active = inhibition above about 30%; note: 0% = vehicle wells with enzyme and 100% = no enzyme wells
# Active calls of the source: *; i = inactive; / = not tested or not shown; & = joins results of further samples.
SMILES,MazF activator,PriA SSB inh,DUSP3 inh,Rv3671c inh,Y pestis TopoI,Vc quorum ag,TcdB inh,PrPC TRFRET,SARS 3CLpro inh,CCHF vOTU inh
CC1NC(=O)c2cc3ccccc3cc2-n2c1nc1cc(F)ccc1c2=O (stereo unspecified),15,/,/,/,3,-0.1,1.2,5,/,1
CCOC(=O)N1CCN(C(=O)CN(C)S(=O)(=O)c2ccc3c(c2)c(=O)n(C)c(=O)n3C)CC1,9,-10,-3,4,-15,i,1.4,4,-1,10
COc1ccc(NC(=O)Nc2ccc3c(c2)C(=O)N([C@H](C)CO)C[C@H](C)[C@@H](CN(C)S(C)(=O)=O)O3)cc1,6,-6,/,-7,3,1.5,0.7&0.8,3,/,1
CC1(C)CC(=O)C(CC2CCCCC2=O)C(=O)C1 (stereo unspecified),1,-4,26,-4,-3,i,0.4,-2,0,3
O=C(CSc1n[nH]c(-c2ccncc2)n1)c1ccccc1,-11,-3,9,4,4,-2.0,/,1,7,14
CC[C@]12c3[nH]c4ccc(OC)cc4c3CCN1C(=O)C(CC(=O)NCc1ccc(OC)c(OC)c1)C[C@@H]2C(=O)N1CCN(C(=O)C2CC2)CC1 (stereo partly specified),2,-2,/,/,25,-0.4,0.7,-8,/,-3
O=[N+]([O-])c1ccc(Nc2ccc(N3CCOCC3)cc2)c([N+](=O)[O-])c1,3,61,-3,1,-7,-0.3,0.4,-6,5,13
C=CCC(C#Cc1ccccc1)N(C)C (stereo unspecified),-3,-3,25,-2,2,i,/,-3,-1,7
Cc1ccc(S(=O)(=O)N(C)CC(=O)OCC(=O)N2CCCC2=O)cc1,2,-3,5,-5,2,i,2.1,-3,7,11
COc1ccc(CCNC(=O)C(=O)NCCOc2ccccc2)cc1OC,-7,-23,8,1,-1,-0.2,/,-3,-2,1
Cn1c(Cc2ccccc2)nnc1SCC(=O)Nc1ccc(N2CCOCC2)cc1,5,-11,21,5,4,-0.3,-0.3,-2,4,1
Cc1cc(NS(=O)(=O)c2ccc(NC(=O)CSc3nc4sc(C)c(C)c4c(=O)[nH]3)cc2)no1,-2,-16,-12,-8,9,i,-0.1,3,1,3
Cc1cc(C(=O)N/N=C/c2ccc([N+](=O)[O-])s2)n[nH]1,9,i,1,-3,1,-0.7,-0.1,-66,-3,6
c1ccc(Cc2nc3ccccc3n2Cc2ccccc2)cc1,-4,2,18,2,2,-0.3,/,0,5,2
NNC(=O)c1ccc(Cn2cc(Cl)cn2)cc1,-8,-5,-8,8,-1,-1.6,/,6,3,-11
COC(c1ccccc1)c1nnc(CCC(=O)N(C)CCOc2ccccc2)o1 (stereo unspecified),-5,-15,22,9,11,-0.4,0.2,-5,0,8
Cc1c(NC(=O)c2cnn3c2NC(c2ccc(Br)cc2)CC3C(F)(F)F)c(=O)n(-c2ccccc2)n1C (stereo unspecified),-13,2,20,7,8,-0.4,/,-8,1,-9
COc1ccc(Nc2nc(-c3cc4cccc(OC)c4oc3=O)cs2)cc1,2,-10,-4,-9,-9,-0.5,1.1,4,1,17
CCn1c(CN2CCN(C(=O)c3ccco3)CC2)nc2c1c(=O)n(C)c(=O)n2C,6,-3,-6,0,-13,i,/,10,-2,4
O=C(c1ccccc1)N1N=C(c2ccc(F)cc2)CC1c1ccc(F)cc1 (stereo unspecified),0,-7,/,/,-1,i,-0.4,-1,/,-5

# Arranged by SMILES length (low to high): 7 of the compounds above
SMILES,MazF activator,PriA SSB inh,DUSP3 inh,Rv3671c inh,Y pestis TopoI,Vc quorum ag,TcdB inh,PrPC TRFRET,SARS 3CLpro inh,CCHF vOTU inh
NNC(=O)c1ccc(Cn2cc(Cl)cn2)cc1,-8,-5,-8,8,-1,-1.6,/,6,3,-11
CC1(C)CC(=O)C(CC2CCCCC2=O)C(=O)C1 (stereo unspecified),1,-4,26,-4,-3,i,0.4,-2,0,3
CC1NC(=O)c2cc3ccccc3cc2-n2c1nc1cc(F)ccc1c2=O (stereo unspecified),15,/,/,/,3,-0.1,1.2,5,/,1
Cc1ccc(S(=O)(=O)N(C)CC(=O)OCC(=O)N2CCCC2=O)cc1,2,-3,5,-5,2,i,2.1,-3,7,11
CCOC(=O)N1CCN(C(=O)CN(C)S(=O)(=O)c2ccc3c(c2)c(=O)n(C)c(=O)n3C)CC1,9,-10,-3,4,-15,i,1.4,4,-1,10
COc1ccc(NC(=O)Nc2ccc3c(c2)C(=O)N([C@H](C)CO)C[C@H](C)[C@@H](CN(C)S(C)(=O)=O)O3)cc1,6,-6,/,-7,3,1.5,0.7&0.8,3,/,1
CC[C@]12c3[nH]c4ccc(OC)cc4c3CCN1C(=O)C(CC(=O)NCc1ccc(OC)c(OC)c1)C[C@@H]2C(=O)N1CCN(C(=O)C2CC2)CC1 (stereo partly specified),2,-2,/,/,25,-0.4,0.7,-8,/,-3

# The results go on:
SMILES,MazF activator,PriA SSB inh,DUSP3 inh,Rv3671c inh,Y pestis TopoI,Vc quorum ag,TcdB inh,PrPC TRFRET,SARS 3CLpro inh,CCHF vOTU inh
O=C(NCC(=O)N1CCCCC1)c1ccc(Cl)cc1Cl,1,1,8,-1,7,/,/,6,3,-3
CC(O)CC(C(=O)NNc1ccccc1)C(=O)NNc1ccccc1 (stereo unspecified),-4,7,16,-2,-1,-0.3,-5.0,16,2,-20
Cc1ccc(SCCC(=O)NC(C(C)C)C(C)C)cc1,-3,1,-13,0,9,-0.3,-0.4,-5,1,14
CC(NC(=O)c1cccnc1)C(=O)O (stereo unspecified),-1,-5,15,5,0,8.5,-0.9,-2,-6,2
COc1cc(Cl)c(C)cc1NC(=O)CSc1nc2ccccc2o1,2,-3,-10,-8,-1,-0.3,/,-1,-1,-3
CCN(CCCCCN(C)C)Cc1cc2ccccc2o1,-4,9,-2,1,3,5.0,1.7,-2,6,6
Fc1cccc(Cl)c1Cn1nnc(-c2ccc3c(c2)OCO3)n1,-8,-57,-23,-4,22,-0.6,/,-4,0,8
CCN1CCCC1CNC(=O)c1cc2c(-c3ccc(Cl)cc3)nn(C)c2s1 (stereo unspecified),-4,3,6,-7,-19,-0.2,/,/,-16,/
CC(C)OC(=O)NC(Nc1ccccc1C(=O)O)(C(F)(F)F)C(F)(F)F,7,-10,-3,-3,6,i,1.4,1,-2,-1
O=C(c1cccc(Br)c1)N1CCN(c2cnn(-c3ccccc3)c(=O)c2Cl)CC1,-1,0,19,1,12,i,0.5,3,2,0
COc1ccc(C2/C(=C(/O)c3ccccc3)C(=O)C(=O)N2CCN2CCOCC2)c(OC)c1 (stereo unspecified),9,/,21,-1,2,i,/,-1,1,2
COc1cccc(C2CCCN2Cc2nc(-c3cnccn3)no2)c1 (stereo unspecified),0,-4,30,-3,1,-3.7,0.2,3,5,2
Cc1ccc(NC(=O)CCc2c(C)nn(-c3ccc(N4CCOCC4)nn3)c2C)cc1F,2,-6,24,-14,4,-0.3,0.4,-6,-2,21
COc1ccc(N2C(=O)CSC23C(=O)N2c4c(cccc43)C(C)=CC2(C)C)cc1 (stereo unspecified),-8,17,-6,-9,7,-2.4,3.4,12,5,6
Cc1n(C)c2cc(Cl)ccc2[n+]1Cc1ccccc1,-19,-10,35,1,2,i,-1.6,-6,0,-8
O=C(Oc1ccc(-c2nnco2)cc1)c1ccc(Br)o1,-13,-18,30,-1,2,-2.0,-0.3,0,-2,-18
Cc1[nH]c2ccccc2c1C1=CN2CCS(=O)(=O)N=C2S1,-8,4,-4,7,2,-0.3,/,0,-4,6
COc1cc(NC(=O)Nn2cnnc2)cc(OC)c1OC,-9,3,20,-2,6,-0.5,-0.7,-2,-8,5
COc1cccc(N2CCN(C(=O)c3cn(Cc4ccccc4)nc3-c3cccnc3)CC2)c1,-4,10,/,4,22,i,-2.6,10,/,-10
CCN1CCN(Cc2ccc(OCc3ccccc3)cc2)CC1,-15,-11,-6,-5,1,i,/,-2,2,-5
COc1ccc(NC(=O)N(C)C[C@H]2Oc3ccc(NC(=O)CCN4CCOCC4)cc3C(=O)N([C@H](C)CO)C[C@@H]2C)cc1,3,7,/,4,1,i,-1.7&0.0,2,/,-1
CCOc1ccc(N2C(=O)CC(C(C)c3ccccc3)C2=O)cc1 (stereo unspecified),7,-21,20,0,-14,-0.2,1.2,8,0,-2
Cc1ccc(-n2nc3c(=O)n(CC(=O)NC(C)CCc4ccccc4)nc(C)c3c2C)cc1 (stereo unspecified),-9,-4,-3,1,-3,-11,/,/,-2,/
O=C(CSc1nnc(SCc2cccc3ccccc23)s1)c1ccc2c(c1)OCO2,-5,-5,12,-12,4,i,/,-1,-2,-3
NC(=O)c1ccc(Nc2nc(C(N)COCc3ccccc3)cs2)cc1 (stereo unspecified),/,/,/,/,-10,i,-0.2,-6,/,5
Cc1cccc(N(C(=O)c2snc(C(N)=O)c2N)C(C(=O)NC2CCCC2)c2ccco2)c1 (stereo unspecified),8,6,34,/,28,-3.6,1.1,6,9,4
C/C(=N\NC(=O)CO/N=C(\C)c1cccs1)c1ccc(N)cc1,1,/,-9,-6,14,0.5,0.8,6,-3,2
CC1(CCc2ccccc2)NC(=O)N(CC(=O)N2CCc3ccccc32)C1=O (stereo unspecified),5,/,/,/,21,-0.2,1.1,14,/,0
COc1cccc(/C=N/NC(=O)c2ccoc2C)c1O,9,/,17,8,-2,i,0.2,8,3,9
CCOc1ccccc1NC(=O)n1ncc2c(C)cccc21,0,-13,-8,-16,2,i,0.5,3,4,-1
COc1ccc(C)cc1NC(=O)C(=O)c1cn(CC(=O)N2CCCC2)c2ccccc12,-3,1,19,-60,26,-3.6,1.0,-2,0,18
O=C(NN=C1CCCCCC1)c1ccc(Cl)s1,2,1,27,/,-1,i,0.4,6,0,1
CCc1cccc2c(C=C(C#N)C#N)cn(CC(=O)N3CCCCC3)c12,3,-2,10,-6,6,-1.5,0.1,-6,-2,-1
COc1ccc(CCNC(=O)COc2cc(O)c3c(c2)OC(C)(C)CC3=O)cc1OC,4,-11,4,4,9,-0.5,/,2,-2,-3
CN(C)c1ccc(C(=S)N2CCN(c3ccc([N+](=O)[O-])cc3)CC2)cc1,2,4,-12,-1,2,0.5,-0.1,-5,-6,5
C/C(=N\N1CCN(c2ccc(Cl)cc2)CC1)c1cccc([N+](=O)[O-])c1,0,/,19,-8,-1,i,-7.5,7,-1,22
COc1ccc(CNC(=O)C2CC(C)=CCC2C(=O)O)cc1 (stereo unspecified),-1,-1,/,12,-7,i,-2.2,4,0,-11
CCCCS(=O)(=O)N1CCN(S(=O)(=O)c2cccs2)CC1,3,3,-4,-8,1,i,0.0,1,-1,-9
O=C1CC(=O)N(Cc2ccco2)C(=S)N1,-31,-2,12,-36,-8,-0.6,/,/,8,/
Oc1cccc(C=NN=C2c3ccccc3-c3ccccc32)c1,7,9,/,/,-7,1.2,0.3,-12,/,4
O=C(CCCc1nc2ccccc2s1)N1CCN(c2ccccc2)CC1,-5,11,13,1,34,-0.7,0.4,-4,1,2
CCCCOc1ccc(C(C)NC(=O)CCS(=O)(=O)Cc2ccc(Cl)cc2)cc1 (stereo unspecified),-18,-7,17,-13,-9,i,/,-1,-1,5
CCOC(=O)/C(=N\O)C1=NC(C)(C)Cc2ccccc21,-1,/,14,-5,-3,-0.1,0.5,0,4,-1
CCOCC(O)CSCc1ccc(Cl)cc1 (stereo unspecified),-7,-1,-10,1,1,i,-0.7,5,6,-3
O=C(O)c1cc(-c2cccs2)nc2ccc(Br)cc12,/,/,16,5,9,-0.9,2.6,40*,0,1
O=C(O)c1ccc(-c2nn3c(=O)cc(N4CCNCC4)nc3s2)cc1,/,/,/,/,6,1.1,-0.5,1,/,-5
CCC(C)N1C(=O)/C(=C/c2c(NCCCOC(C)C)nc3c(C)cccn3c2=O)SC1=S (stereo unspecified),-276,-7,20,-37,5,-0.2,/,8,0,-5
Cc1nn(Cc2ccc(Cl)cc2)c(C)c1NC(=O)c1cc(-c2ccc3c(c2)OCO3)on1,-32,4,-4,-1,1,-0.3,/,15,-1,-6
CCOc1ccc(NC(=O)CC2C(=O)NCCN2C(=O)Nc2ccccc2)cc1 (stereo unspecified),1,6,18,-2,-7,i,1.0,0,-2,16
COc1ccc(NC(=O)C(C/C=C(/C)Cl)C(C)=O)cc1 (stereo unspecified),6,-9,-5,5,6,i,/,2,-1,9

# Screens as filed in PubChem BioAssay.

# An excerpt; count on the stated rates, not on these rows.
